Screening results from PubChem.
HTRA1 inhibitor = HTRA1 (human) protease inhibition; Q92743; recombinant HTRA1, FP-rhodamine activity-based probe, fluorescence polarization; inhibition, % at 5.96 µM; 340,000 compounds, 0.5% hits; AID 504803; in the data active means inhibition above about 36%;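 further: 0% = enzyme with DMSO and 100% = wells lacking enzyme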
mABHD4 FP = inhibits mouse alpha/beta hydrolase domain 4 | inhibition, % at 8.92 µM | purified mABHD4, FP-Rh probe fluorescence polarization | 370,000 compounds, 0.54% hits;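 active means inhibition exceeding the mean over every tested compound plus 3 SD, cut at about 30% in these data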;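 further: 0% = plate median of compound wells and 100% = S159A mutant with DMSO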
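Assay system: mABHD4 protein; medium: HEPES pH 7.0, NaCl, Pluronic buffer; dosing: 8.92 µM, single dose; schedule: 45 min + 60 min at 25 °C; signal: FP readout, ex 525 nm / em 598 nm; read-out: normalized percent inhibition of probe labeling; repeats: single replicate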
NPR2 activator = GC-B (human) receptor activation. activation, % at 10 µM. P20594. 370,000 compounds, 0.11% hits. HEK293-GC-B cells, CNP EC30, cGMP TR-FRET; 0% at EC30 CNP, 100% saturating CNP. AID 1920062;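 active means activation at 10 µM reaching about 35% in either raw or pattern-adjusted values, limit read from the data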
Target sequence (P20594 whole entry, looked up): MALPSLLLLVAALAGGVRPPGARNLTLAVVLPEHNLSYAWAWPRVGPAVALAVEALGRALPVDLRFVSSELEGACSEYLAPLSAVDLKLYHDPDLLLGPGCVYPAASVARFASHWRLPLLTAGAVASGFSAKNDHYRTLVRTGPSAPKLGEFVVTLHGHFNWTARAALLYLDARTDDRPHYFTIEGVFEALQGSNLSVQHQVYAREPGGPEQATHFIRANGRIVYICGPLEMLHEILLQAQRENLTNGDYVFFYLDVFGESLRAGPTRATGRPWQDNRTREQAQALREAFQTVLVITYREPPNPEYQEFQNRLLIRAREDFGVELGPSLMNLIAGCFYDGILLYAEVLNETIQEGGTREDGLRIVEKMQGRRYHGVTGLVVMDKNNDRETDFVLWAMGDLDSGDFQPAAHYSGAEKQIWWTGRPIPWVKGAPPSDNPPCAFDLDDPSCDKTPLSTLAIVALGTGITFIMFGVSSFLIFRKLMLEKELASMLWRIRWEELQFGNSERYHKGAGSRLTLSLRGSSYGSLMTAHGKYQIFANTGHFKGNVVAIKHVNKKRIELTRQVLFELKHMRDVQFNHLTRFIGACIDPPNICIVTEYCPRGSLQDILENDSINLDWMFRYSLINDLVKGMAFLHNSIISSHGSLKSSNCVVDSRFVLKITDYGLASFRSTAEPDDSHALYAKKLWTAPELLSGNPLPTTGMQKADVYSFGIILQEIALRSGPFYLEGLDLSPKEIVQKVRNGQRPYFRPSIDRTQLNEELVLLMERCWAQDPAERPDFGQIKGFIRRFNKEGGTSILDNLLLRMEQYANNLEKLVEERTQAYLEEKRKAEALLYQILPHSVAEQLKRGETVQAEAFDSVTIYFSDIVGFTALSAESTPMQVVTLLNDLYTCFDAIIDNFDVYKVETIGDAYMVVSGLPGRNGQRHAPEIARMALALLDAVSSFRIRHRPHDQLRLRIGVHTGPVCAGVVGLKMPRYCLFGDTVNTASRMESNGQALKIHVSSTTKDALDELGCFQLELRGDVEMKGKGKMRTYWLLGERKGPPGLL
SIAE primary = human SIAE inhibition, primary screen | 370,000 compounds, 0.69% hits | inhibition, % at 9.66 µM | Q9HAT2 | AID 1053197 | SIAE FP-Rh probe binding, fluorescence polarization;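 active means inhibition above a cutoff: mean of compounds within the control limits plus 3 SD of those, cut at about 17% in these data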;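 further: 0% = plate median of compound wells and 100% = probe without SIAE protein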
NPR1 activator = GC-A (human) enzyme activation; AID 1671463; 370,000 compounds, 0.14% hits; HEK293 GC-A cells, cGMP TR-FRET, EC30 ANP; 0% at EC30 ANP, 100% saturating ANP; activation, % at 10 µM; in the data active means activation above about 40%
TCR CD3 inh = human TCR-CD3 binding inhibition. inhibition, % at 9.4 µM. 360,000 compounds, 0.37% hits. TAMRA-labeled TCR probe fluorescence, biochemical; in the data active means inhibition above about 19%;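 further: recombinant mutant TCR 2C K166C tagged with TAMRA read by polarization; 0% = receptor in buffer alone and 100% = receptor with positive control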
UHRF1 MBD2 ctr = human UHRF1 methylated DNA binding inhibitors. inhibition, % at 4.4 µM. UHRF1 binding to methylated oligo, TR-FRET. AID 687016. 370,000 compounds, 0.75% hits. Q96T88; in the data active means inhibition above about 21%;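 further: UHRF1 SRA domain binding a hemimethylated CpG hairpin DNA probe; 0% = median of test compound wells and 100% = reference inhibitor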
MBD2 inh = inhibitors of human MBD2 binding to methylated oligonucleotide | TR-FRET | 370,000 compounds, 0.31% hits | Q9UBB5 | inhibition, % at 4.4 µM; in the data active means inhibition above about 13%
rCAG binder = binds r(CAG) RNA repeats | r(CAG) RNA repeat, TO-PRO-1 dye displacement fluorescence | 370,000 compounds, 1.3% hits | inhibition, % at 3 µM;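 active means inhibition above the plate cutoff, the mean of all test compounds on that plate plus 3 SD, cut at about 35% in these data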;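 further: 0% = DMSO alone and 100% = 100 µM mitoxantrone as full dye displacement; higher means more dye released from RNA so lower well fluorescence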
PRMT1 inh = PRMT1 (human) inhibition, primary screen; inhibition, % at 2.79 µM; AID 652257; Q99873; 370,000 compounds, 1.3% hits; recombinant PRMT1, activity-based probe fluorescence polarization;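 active means inhibition above about 21% made by adding two undisclosed values, limit read from the data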
Active calls of the source: *; nt = not tested or not shown; & = joins results of further samples. The list is partial; count on the stated rates, not on these rows.

SMILES	HTRA1 inhibitor	mABHD4 FP	NPR2 activator	SIAE primary	NPR1 activator	TCR CD3 inh	UHRF1 MBD2 ctr	MBD2 inh	rCAG binder	PRMT1 inh
CC(C)(C)OC(=O)NCCCC[C@@H](C(=O)N1CCN(C(=O)OC(C)(C)C)CC1)n1cc(CCC(=O)O)nn1	5	5	2	1	3	2	8	2	2	1
Cc1ccccc1NC(=O)c1ccc(C)c(S(=O)(=O)Nc2ccccn2)c1	-7	2	3	1	1	6	0	3	1	-4
COc1ccc(NC(=O)c2cc3c(=O)n(C)c4ccccc4c3n2C)cc1OC	0	6	6	2	7	3	-1	2	5	-1
Nc1nc(F)nc2c1ncn2[C@@H]1O[C@H](COP(=O)(O)O)[C@@H](O)[C@@H]1O	nt	1	-5	-1	0	nt	2	-1	3	5
Cc1ccccc1N(C(=O)c1snc(C(N)=O)c1N)C(C(=O)NCC1CCCO1)c1ccc(F)cc1 (stereo not given)	-6	1	-2	-4	-9	-1	1	3	2	1
COc1ccc(CCN(C)C(=O)C2CCCN(Cc3ccc(OC)c(OC)c3)C2)cc1OC (stereo not given)	1&8	9	-7	0	3	3	-1	1	-5	-2
COCCC(=O)N1CCC(Oc2ccc(C(=O)N3CCC(N(C)C)C3)cc2)CC1 (stereo not given)	-2	0	-4	-1	0	10	-2	-4	-2	-2
O=C1CN(C(=O)COC(=O)[C@@H]2CCCN2S(=O)(=O)c2ccc(Cl)cc2)c2ccccc2N1	-1	11	-4	-1	-8	2	0	6	2	8
O=C(NN=C1CCCC1)C1COc2ccccc2O1 (stereo not given)	-2	2	-1	-1	1	5	-3	-7	3	3
O=C(NC(=S)Nc1cccc(-c2ccc(CO)o2)c1)c1cccs1	-73	-45	3	-34	12	-3	2	6	13	21*
COc1ccc(C(=O)N/N=C(\C)CC(=O)Nc2cccc(C(F)(F)F)c2)cc1	-3	-9	0	3	2	5	-4	-1	1	-1
COC(=O)c1ccccc1NC(=O)CN(C)S(=O)(=O)c1ccc(OC)c(C)c1	-7	-2	-3	-4	0	-8	-1	1	-5	-3
CC(C)CC(=O)N1CCN(CC2CC=CCC2)CC1 (stereo not given)	4	7	-2	-3	-2	4	0	-4	-6	0
CC1(C)CCC(=O)N2CC[C@H]3C[C@H](OC(=O)Nc4ccccc4)C[C@@H]1[C@H]32	1	1	4	-2	3	-9	0	3	-5	2
CCOC(=O)C1CCN(C(=O)C(C)Oc2ccc(C(=O)c3ccccc3)cc2)CC1 (stereo not given)	3	7	4	2	5	-3	0	-2	-1	-5
COc1cc(C(=O)OCC(=O)N2CCN(S(=O)(=O)c3ccc(C)cc3C)CC2)c([N+](=O)[O-])cc1OC	-3	2	-2	-2	-4	7	-1	5	8	-4
O=c1c(Cl)c(Cl)cnn1Cc1ccccc1Cl	nt	5	-2	16	24	2	2	1	6	0
O=C(CC1Oc2ccccc2NC1=O)NCc1ccccc1 (stereo not given)	1	0	-8	5	1	9	-2	-4	2	-2
CCCOP(=O)(c1ccc(N(C)C)cc1)C(O)c1ccccc1OC (stereo not given)	6	-4	0	-9	-4	-3	2	-5	-4	-3
CC(C)C[C@@H]1COc2cc(F)ccc2S(=O)(=O)N1C	nt	-6	2	6	-1	nt	-2	-4	-2	-1
COc1ccccc1NC(=O)Nc1ccc(C(=O)N2CCCCC2)cc1	-14	-1	-8	0	-3	-3	0	-6	7	-7
N#Cc1c2n(c(=S)n(-c3ccc(F)cc3)c1=O)CCCCC2	1	-4	5	-5	-1	-3	5	2	-1	5
O=C(Nc1ccc(Nc2ccccc2)cc1)c1ccc(F)cc1	-9	7	-1	10	-1	8	3	2	3	-2
Cc1ccccc1CN(C)CCS(=O)(=O)c1cc(Cl)ccc1Cl	-3	-5	-2	6	-2	2	1	4	5	1
CCOC(=O)N(C)c1c(CC)nc2c(OCc3ccccc3C)cccn12	nt	4	3	3	7	-7	-2	3	-3	3

As a working copy, part of the list above.
SMILES	HTRA1 inhibitor	mABHD4 FP	NPR2 activator	SIAE primary	NPR1 activator	TCR CD3 inh	UHRF1 MBD2 ctr	MBD2 inh	rCAG binder	PRMT1 inh
Cc1ccccc1N(C(=O)c1snc(C(N)=O)c1N)C(C(=O)NCC1CCCO1)c1ccc(F)cc1 (stereo not given)	-6	1	-2	-4	-9	-1	1	3	2	1
COc1ccc(CCN(C)C(=O)C2CCCN(Cc3ccc(OC)c(OC)c3)C2)cc1OC (stereo not given)	1&8	9	-7	0	3	3	-1	1	-5	-2
COCCC(=O)N1CCC(Oc2ccc(C(=O)N3CCC(N(C)C)C3)cc2)CC1 (stereo not given)	-2	0	-4	-1	0	10	-2	-4	-2	-2
O=C1CN(C(=O)COC(=O)[C@@H]2CCCN2S(=O)(=O)c2ccc(Cl)cc2)c2ccccc2N1	-1	11	-4	-1	-8	2	0	6	2	8

Among those listed so far, these have a Cl atom:
SMILES	HTRA1 inhibitor	mABHD4 FP	NPR2 activator	SIAE primary	NPR1 activator	TCR CD3 inh	UHRF1 MBD2 ctr	MBD2 inh	rCAG binder	PRMT1 inh
O=C1CN(C(=O)COC(=O)[C@@H]2CCCN2S(=O)(=O)c2ccc(Cl)cc2)c2ccccc2N1	-1	11	-4	-1	-8	2	0	6	2	8
O=c1c(Cl)c(Cl)cnn1Cc1ccccc1Cl	nt	5	-2	16	24	2	2	1	6	0
Cc1ccccc1CN(C)CCS(=O)(=O)c1cc(Cl)ccc1Cl	-3	-5	-2	6	-2	2	1	4	5	1

Filtered by structure: the compounds so far containing four or more nitrogen atoms
SMILES	HTRA1 inhibitor	mABHD4 FP	NPR2 activator	SIAE primary	NPR1 activator	TCR CD3 inh	UHRF1 MBD2 ctr	MBD2 inh	rCAG binder	PRMT1 inh
CC(C)(C)OC(=O)NCCCC[C@@H](C(=O)N1CCN(C(=O)OC(C)(C)C)CC1)n1cc(CCC(=O)O)nn1	5	5	2	1	3	2	8	2	2	1
Nc1nc(F)nc2c1ncn2[C@@H]1O[C@H](COP(=O)(O)O)[C@@H](O)[C@@H]1O	nt	1	-5	-1	0	nt	2	-1	3	5
Cc1ccccc1N(C(=O)c1snc(C(N)=O)c1N)C(C(=O)NCC1CCCO1)c1ccc(F)cc1 (stereo not given)	-6	1	-2	-4	-9	-1	1	3	2	1

Further structures
SMILES	HTRA1 inhibitor	mABHD4 FP	NPR2 activator	SIAE primary	NPR1 activator	TCR CD3 inh	UHRF1 MBD2 ctr	MBD2 inh	rCAG binder	PRMT1 inh
CC1CN(c2ccnc3cc(Cl)ccc23)CC(C)O1 (stereo not given)	-2	7	0	10	-1	-2	-2	1	2	5
Cc1ccc(N=Cc2nc(/C=C/c3cccc([N+](=O)[O-])c3)oc2O)cc1	7	2	-5	-2	3	-6	0	5	-1	-2
COc1ccc(-n2c3c(cc(C(=O)N4CCN(CCO)CC4)c2=O)C(=O)CC(C)(C)C3)cc1	-3	-1	0	1	1	-1	0	-6	-3	-1
O=C(O)CCc1ccc(S(=O)(=O)Nc2ccccc2N2CCCCC2)cc1	-4	0	2	6	-2	13	-1	-8	11	2
Cc1ccc([C@@H]2CC(=O)[C@@H]3CN(S(=O)(=O)c4ccc(C)cc4)[C@H](c4ccccc4F)C[C@@H]3N2S(=O)(=O)c2ccc(Cl)cc2)cc1	nt	0	3	-8	2	0	-1	0	10	0
Cn1c(=O)c(-c2ccccc2)nc2ccccc21	-4	2	-2	-2	1	2	-1	2	1	0
COc1ccc(OCCn2c(C)nc3ccccc32)cc1	5	10	-1	7	0	1	1	-1	1	0
O=C1C2C3C=CC(C3)C2C(=O)N1CN(Cc1ccccc1)CN1C(=O)C2C3C=CC(C3)C2C1=O (stereo not given)	-13	1	5	-1	3	2	-1	0	-2	-4
Cc1nn(-c2ccccc2Cl)c(Cl)c1/C=N/Nc1cccc(C(=O)O)c1	-2	9	-3	5	-1	2	1	3	19	1
O=C(Cn1c(-c2ccccc2)noc1=O)Nc1ccc(S(=O)(=O)N2CCOCC2)cc1	4	-3	-5	0	4	3	2	-2	6	0
CC(C)NS(=O)(=O)c1ccc(CCC(=O)NCc2ccco2)cc1	1	1	8	0	5	4	3	7	0	-1
CC(=O)c1ccc(Nc2nc(C(N)CCc3ccccc3)cs2)cc1 (stereo not given)	nt	5	-7	2	-15	-5	0	1	12	3
O=C(Nc1ccccc1)OCCOc1cccc(Br)c1	-27	-19	0	1	3	-2	-1	-2	-4	2
O=C(O)CN(c1ccccc1[N+](=O)[O-])S(=O)(=O)c1ccccc1	6	1	0	2	2	4	1	-3	-3	0
O=[N+]([O-])c1cc([N+](=O)[O-])c(Oc2cccnc2Br)cc1NN1CCCCC1	-11	-12	18	-9	5	5	1	0	4	0
Cc1ccc(S(=O)(=O)N2CCOCC2)cc1NC(=O)CNCc1ccccn1	-2	15	1	-7	0	-14	27*	0	-4	4
COc1ccc(N(CC(=O)Nc2c(C)n(C)n(-c3ccccc3)c2=O)S(=O)(=O)c2ccc(C)cc2)cc1	-4	1	-4	3	-2	0	0	-3	-7	-2
COCCNC(=O)C(c1ccc(F)cc1)N(C(=O)CCC(=O)Nc1nccs1)c1cccc(C)c1 (stereo not given)	5	-4	-4	-4	-4	12	-1	-3	-9	2
O=C(O)CCCCCN1C(=O)/C(=C\c2ccc(-c3ccc(Cl)cc3)o2)SC1=S	2	1	4	-3	6	-7	-1	-2	3	0
O=C(c1cccc(OC2CCN(C3CCCC3)CC2)c1)N1CCCCCCC1	4	3	3	-2	-1	-1	0	3	-10	3
COc1ccc(/C=N\NC(=O)c2ccccc2)cc1COc1ccccc1	-21	-19	-2	-3	-4	-6	-1	-2	2	-1
O=C(CSc1nc2cc(Cl)ccc2s1)N1CCCc2ccccc21	-39	-14	-1	-8	1	7	-3	-3	-1	-2
CC(=O)Nc1ccc(NC(=O)COC(=O)c2ccc(C)s2)cc1	1	-1	0	4	0	3	0	-4	3	-1
CCC(=O)OCC(=O)N=c1sccn1Cc1ccccc1Cl	2	0	5	2	5	-8	3	5	-11	2
CCOc1ccc(NC2=NCCC(=O)N2Cc2cccs2)cc1	6	-6	-2	-2	0	6	-1	-1	-4	-1

(continued)
SMILES	HTRA1 inhibitor	mABHD4 FP	NPR2 activator	SIAE primary	NPR1 activator	TCR CD3 inh	UHRF1 MBD2 ctr	MBD2 inh	rCAG binder	PRMT1 inh
Cc1cccc(N2CCN(c3ccc(N4C(=O)CCCC4=O)cc3[N+](=O)[O-])CC2)c1C	-1	-6	4	5	-3	7	-4	3	0	-2
Cc1ccc(-n2nc3c4c(cccc4c2=O)-c2ccccc2-3)cc1	-12	-4	-17	-35	4	5	-4	-1	4	-1
CC(=O)NC1N=C(C)N(c2ccccc2)C1=O (stereo not given)	4	0	0	4	1	0	-8	-2	-6	11
Cc1ccccc1NC(=S)Nn1cnnc1	7	2	9	3	4	-1	0	-3	0	0
COc1cccc(C2CC(c3cccs3)=NN2C(=O)CSC2=NN3CCCC(=O)N=C3S2)c1OC (stereo not given)	-3	-4	2	-1	0	-6	-3	-4	2	2
CC(C)(C)Cc1c(-c2cccc(Br)c2)nc2ccc(Cl)cn12	nt	8	-13	3	-5	-4	12	-1	9	-1
